USP2a block – USP2a (human) protease inhibition; O75604; USP2 core, Ub-CHOP2 coupled fluorogenic reporter, 485/531; Potency, µM (top dose mostly 38.3 µM), for the others: at the top dose activity change, negative = inhibition, usual class: inhibitors; 330,000 compounds, 0.01% hits; AID 463254;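 also: potency is read from the fitted curve at half-maximal effect; plate controls were DMSO wells for no effect and full inhibition by NEM control for full effect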
Target sequence (O75604 whole entry, looked up): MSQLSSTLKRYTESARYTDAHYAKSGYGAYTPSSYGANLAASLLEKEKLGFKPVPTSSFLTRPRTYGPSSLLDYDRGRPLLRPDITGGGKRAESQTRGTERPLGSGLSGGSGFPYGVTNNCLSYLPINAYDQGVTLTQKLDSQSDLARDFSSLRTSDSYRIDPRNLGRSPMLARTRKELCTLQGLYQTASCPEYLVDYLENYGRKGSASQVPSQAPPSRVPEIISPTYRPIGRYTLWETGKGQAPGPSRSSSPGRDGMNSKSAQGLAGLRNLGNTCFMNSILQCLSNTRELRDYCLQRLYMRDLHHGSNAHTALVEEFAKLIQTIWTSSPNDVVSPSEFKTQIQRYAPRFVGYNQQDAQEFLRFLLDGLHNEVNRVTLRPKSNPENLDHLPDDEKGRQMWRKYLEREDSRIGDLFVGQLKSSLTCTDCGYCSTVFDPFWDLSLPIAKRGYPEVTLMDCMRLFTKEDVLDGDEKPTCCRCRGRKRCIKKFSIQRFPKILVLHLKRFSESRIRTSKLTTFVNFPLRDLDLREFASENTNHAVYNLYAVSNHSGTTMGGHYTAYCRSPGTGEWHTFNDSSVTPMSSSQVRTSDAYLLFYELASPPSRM
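Cell-free coupled assay: 10nM USP2 core preincubated 30min RT with compound in Tris-HCl pH 8.0/CaCl2/CHAPS buffer, then 25nM Ub-CHOP2 and 25nM reporter substrate; fluorescence (Ex 485/Em 531) read after 60min RT, normalized to NEM inhibition, concentration-response curves fitted.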
Eya2 inh – inhibitors of human Eya2 phosphatase activity | O00167 | AID 488837 | Potency, µM (series often up to 76.9 µM), inactives show at the highest dose activity, negative = inhibition, usual class: inhibitors | recombinant Eya2, OMFP fluorescence dephosphorylation (OMFP is methylfluorescein phosphate) | 330,000 compounds, 0.006% hits; also: potency is read from the fitted curve at half-maximal effect; % is scaled to controls: 0 for no effect and ±100 for the full control effect
Target sequence (O00167 whole entry, looked up): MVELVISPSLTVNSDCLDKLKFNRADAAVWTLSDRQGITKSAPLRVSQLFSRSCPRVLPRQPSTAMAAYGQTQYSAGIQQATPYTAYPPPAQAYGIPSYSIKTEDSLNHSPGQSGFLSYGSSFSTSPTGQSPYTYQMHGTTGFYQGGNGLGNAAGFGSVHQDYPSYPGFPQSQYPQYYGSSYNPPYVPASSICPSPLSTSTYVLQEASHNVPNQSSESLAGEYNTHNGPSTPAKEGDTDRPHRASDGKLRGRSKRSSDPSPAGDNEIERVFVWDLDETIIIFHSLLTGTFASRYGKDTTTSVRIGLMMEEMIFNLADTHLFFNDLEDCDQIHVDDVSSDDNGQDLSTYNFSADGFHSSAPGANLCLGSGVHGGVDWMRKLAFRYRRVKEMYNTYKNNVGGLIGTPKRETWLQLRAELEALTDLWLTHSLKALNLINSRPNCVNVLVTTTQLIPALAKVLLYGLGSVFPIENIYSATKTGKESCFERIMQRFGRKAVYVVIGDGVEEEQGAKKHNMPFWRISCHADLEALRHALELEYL
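Eya2 (0.2 uM) preincubated 10 min at ambient with compound, then OMFP substrate added at 50 uM; 10 min reaction in 50 mM HEPES pH 7.5, 50 mM NaCl, 5 uM MgCl2, 0.05% BSA, 1 mM DTT. Fluorescence read at Ex 485/Em 525 nm.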
PKM2 act – increases activity of human pyruvate kinase M2. P14618. purified PKM2, Kinase-Glo ATP luminescence, activation; response scale: 0% is enzyme alone, no compound. Potency, µM (series often up to 57.5 µM), inactives show top-dose activation, usual class: activators. 260,000 compounds, 0.34% hits. AID 1631; also: potency is read from the fitted curve at half-maximal effect; % is scaled to controls: 0 for no effect and ±100 for the full control effect; nearly all actives have a fitted effect of over 55% in size
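ATP formation by purified human PK-M2, quantified via coupled luciferase luminescence after 1 h at room temperature with 0.1 mM ADP and 0.5 mM PEP final.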
Chronic BCR inh – chronic active BCR signaling inhibition; ABC-DLBCL IkBa-CBG/CBR reporter, luminescence ratio, 4 h; Potency, µM (series often up to 46.1 µM), inactives show at the highest dose ratio change, negative = lower green/red ratio, hits mostly inhibitors; 340,000 compounds, 0.05% hits; active = well fitted inhibition curve with a large enough effect in the signal ratio, with a control signal flat, not every such curve was filed as active; inconclusive = small, poorly fitted or top-dose-only effect, or effect the other way, or a change in a side signal; the % refers to the signal ratio;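 also: potency is read from the fitted curve at half-maximal effect; plate controls were basal doxycycline-induced cells for no effect and cells given 10 µM MG132 for full effect; MG132 reads +100%, hits lower the ratio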
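TMD8 ABC-DLBCL cells carrying doxycycline-inducible green luciferase fused to IkappaBalpha plus unfused red luciferase were exposed to compounds (up to 46 uM) for 4 hrs at 37C. Activity came from the overlap-corrected green/red luminescence ratio.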
Mito fusion act – blocks mitochondrial division or promotes mitochondrial fusion. S. cerevisiae fusion-defective mutant growth rescue, CellTiterGlo 48 h. Potency, µM (top dose mostly 46.1 µM), without a hit: top-dose growth rescue (activation), usual class: activators. 320,000 compounds, 0.23% hits. AID 485298;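 also: potency is read from the fitted curve at half-maximal effect; % of control where 0% means no effect; nearly all actives have a fitted effect of over 45% in size; temperature-sensitive fusion mutants such as fzo1-1 at 37 °C on non-fermentable ethanol glycerol medium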
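S. cerevisiae fusion-defective temperature-sensitive mutants (e.g. fzo1-1, mgm1-5) grown 48 h at 37C in YPEG (ethanol/glycerol non-fermentable) medium with 23 nl compound per well; growth rescue read as CellTiterGlo luminescence.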
MBNL1-CUG inh – inhibitors of human MBNL1 binding to CUG repeat RNA | Q9NR56 | TR-FRET MBNL1-His/biotin-(CUG)12 binding, 665/545 ratio | Potency, µM (highest dose often 57.5 µM), for the others: top-dose activity change, negative = inhibition, actives largely listed as inhibitors | 280,000 compounds, 0.036% hits | AID 2675; active = well fitted inhibition curve with a large enough effect in the signal ratio, with a control signal flat, not every such curve was filed as active; inconclusive = small, poorly fitted or top-dose-only effect, or effect the other way, or a change in a side signal; inactive = no such curve, though single readings can be large or run the other way; the % refers to the signal ratio; also: potency is read from the fitted curve at half-maximal effect; % is scaled to controls: 0 for no effect and ±100 for the full control effect
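Compound titration spanned 92 nM–58 uM against the MBNL1-His/biotin-(CUG)12 complex. After 60 min at room temperature with 5 nM streptavidin-XL665 and 0.055 ng/ul terbium anti-His, ratiometric 665/545 nm emission (Ex 340 nm) normalized to controls.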
hERG WT inh – blocks the wildtype human KCNH2 potassium channel | AID 720551 | U2OS, BacMam KCNH2, thallium flux FluxOr; active compounds read low | 340,000 compounds, 0.37% hits | Q12809 | activity change, % at 1.84 µM;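 active = maximum activity change below -70%; inconclusive = maximum activity change between -70% and -50%; inactive = maximum activity change above -50%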; also: % is scaled to controls: 0 for no effect and ±100 for the full control effect
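U2OS cells were transduced with wild-type KCNH2 virus (2.03 x 10^8 / mL) for 4 h at room temperature, then cultured overnight at 37 C. Thallium flux was read with FluxOr dye. Rate constants were normalized to DMSO controls.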
GALK inh – galactokinase (human) inhibition; Potency, µM (doses to about 57.5 µM), for inactives: at the top dose activity change, negative = inhibition, usual class: inhibitors; 270,000 compounds, 0.007% hits; P51570; Purified GALK, Kinase-Glo residual ATP luminescence; also: potency is read from the fitted curve at half-maximal effect; % is scaled to controls: 0 for no effect and ±100 for the full control effect
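Quantitative HTS: GALK 5 nM, ATP 35 uM, galactose 100 uM, 1 h room temperature, then luciferase-based ATP detection.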
TSHR antagonist – blocks TSH signaling through the human TSH receptor. TSHR-expressing cells, TSH-stimulated cAMP HTRF, 2 h; active compounds read low. activity change, negative = inhibition, % at 11.5 µM. 330,000 compounds, 0.2% hits. AID 504810;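 active = activity change below a set negative limit, meaning inhibition stronger than a set level, cut at about -70% in these data; inconclusive = activity change between two set negative limits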; also: % is scaled to controls: 0 for no effect and ±100 for the full control effect
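TSHR-expressing cells were treated with compounds, then stimulated with TSH at EC80 (4nM final) for 2 hours at 37 deg C. Cellular cAMP was measured by HTRF competition between lysate cAMP and cAMP-d2 for a cryptate-labelled anti-cAMP antibody.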
ASM inhibitor – human S-ASM enzyme inhibition; P17405; placental ASM, HMU-PC fluorogenic substrate, 60 min; Potency, µM (series often up to 57.5 µM), for inactives: top-dose activity change, negative = inhibition, most hits filed as inhibitors; 340,000 compounds, 0.006% hits; AID 504937; also: potency is read from the fitted curve at half-maximal effect
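Fluorescence read-out (Ex 386 nm, Em 447 nm) after stopping the reaction at pH 10. Enzyme: ASM from human placenta; substrate HMU-PC0, 9 uM final; 60 min, 37 °C. Compound preincubation 10 min, ambient temperature.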
Menin-MLL TR inh – inhibitors of human menin-MLL interaction, mutant MLL peptide. O00255. Menin + Texas Red MLL mutant peptide, fluorescence polarization. Potency, µM (titrated, usually from 61.6 µM), for the others: at the highest dose FP activity change, negative = inhibition, usual class: inhibitors. 270,000 compounds, 0.23% hits. AID 1768; active = well fitted inhibition curve with a large enough effect in the polarisation, with a control signal flat, not every such curve was filed as active; inconclusive = small, poorly fitted or top-dose-only effect, or effect the other way, or a change in a side signal; inactive = no such curve, though single readings can be large or run the other way; the % refers to the polarisation; also: potency is read from the fitted curve at half-maximal effect; % of control where 0% means no effect; many of its hits are not listed in these tables
* hit, by the source's call; ? = inconclusive; · = no result given; [ ] = dose if it differs, or a comment. Unless noted, calls follow the shape of the dose curve; as a rule, active = well fitted curve in the direction sought with a large enough effect; inconclusive = small, poorly fitted or top-dose-only effect, or another doubt; inactive = no such curve, though single readings can be large; an effect the other way counts as inactive or inconclusive. This is a subset, so the mix of outcomes need not match the whole.

SMILES | USP2a block | Eya2 inh | PKM2 act | Chronic BCR inh | Mito fusion act | MBNL1-CUG inh | hERG WT inh | GALK inh | TSHR antagonist | ASM inhibitor | Menin-MLL TR inh
CCCCNC(=O)CN(c1cc(C(F)(F)F)ccc1Cl)S(C)(=O)=O | 3% | 2% | 3% | 12% | 5% | -20% | -3 | 2% | -16 | 3% | -1%
O=C(CSc1nnc(COc2ccccc2F)n1-c1ccccc1)NCc1ccco1 | 1% | 12% | -15% | 22% | 1% | -5% | 10 | -2% | 12 | 0% | 1%
Cc1ccccc1NC(=S)NCC(c1cccnc1)N1CCOCC1 (configuration not stated) | 5% | 1% | 5% | 1% | -5% | · | -4 | 1% | 17 | 5% | -13%
CCOC(=O)CSc1nnc(COc2ccc3ccccc3c2)o1 | 0% | -13% | -16% | -1% | -2% | -4% | -6 | 0% | -11 | -4% | 4%
O=c1cc(-c2ccccc2)[nH]n2cnnc12 | 4% | 4% | · | 0% | -3% | -3% | 25 | -3% | 0 | 2% | -7%
N=c1oc2ccccc2cc1-c1nc2ccccc2c(=O)[nH]1 | 1% | 10% | -2% | 0% | 1% | 15% | 8 | 1% | 0 | 8% | 9%
COc1ccc(NC(=O)CN2CCN(c3ccc(F)cc3)CC2)cc1Cl | 5% | 15% | -1% | 0% | 4% | 0% | -1 | -1% | 4 | -4% | 10%
COc1ccc(NC(=O)C2=CC(c3ccc(C)cc3)=NS(=O)(=O)N2C)cc1OC | -4% | -8% | 9% | -1% | 7% | ? | 9 | · | -7 | -11% | ?
COc1ccccc1NC(=O)CCn1cnc2ccccc2c1=O | 1% | -30% | · | 3% | 3% | · | · | · | 25 | · | ·
COc1cc(C(=O)Oc2ccccc2/C=N/NC(=O)c2ccc(C)cc2)cc(OC)c1OC | -2% | -15% | 0% | -17% | -1% | -9% | -2 | -1% | 21 | -2% | 4%
CC(=O)c1nnn(-c2cccc([N+](=O)[O-])c2)c1C | 7% | -17% | 18% | -6% | -5% | ? | -3 | -3% | 3 | 2% | 1%
COc1ccc(-c2cn3cccc(C)c3n2)cc1F | 0% | -3% | 1% | ? | 1% | -5% | -6 | -1% | -24 | 1% | -12%
CC(=O)Nc1ccc(NC(=O)CCCN2C(=O)c3ccccc3C2=O)cc1 | -1% | 5% | -2% | 13% | 24% | 9% | 3 | 0% | 6 | 1% | 18%
CNC(=S)N/N=C1\CC(c2ccccc2)Oc2ccccc21 (configuration not stated) | -11% | -6% | -7% | -28% | 14% | 3% | -1 | 3% | 28 | -11% | ?
Cc1cc2oc(=O)c(CC(=O)NCCCN(C)C)c(C)c2c2occ(C(C)(C)C)c12 | 0% | -18% | · | ? | ? | ? | 13 | 3% | -15 | 3% | ?
CN1C(=O)[C@H]2[C@@H](C3CC3)N3C(=O)CN(Cc4ccccc4)C(=O)[C@@]3(C)[C@H]2C1=O | 1% | 6% | -3% | -1% | 1% | -13% | -13 | · | -8 | 1% | 8%
CCOc1ccccc1NC(=O)CN1CCc2ccccc2C1 | 0% | -16% | 0% | 1% | 10% | -7% | -10 | -6% | 22 | -1% | ?
COC(=O)[C@@H](NC(=O)NCc1cccc(OC)c1)C(C)C | 1% | 9% | -1% | 2% | 5% | 3% | -11 | 7% | -10 | 2% | -11%
C=CCNC(=O)/C(C#N)=C/c1ccccc1Cl | 0% | 9% | 26% | 2% | 3% | -2% | 0 | 1% | 11 | 1% | 12%
COc1ccc(NS(=O)(=O)c2ccc(-c3coc(C)n3)cc2)cc1 | 2% | -7% | · | -9% | 17% | -9% | 8 | 10% | 11 | -4% | 25%
O=[N+]([O-])c1cccc(/C=N/Nc2ncc(Br)cn2)c1 | 0% | 2% | -4% | -5% | -4% | 30% | -1 | 1% | 0 | -1% | 4%
CCC(C)OC(=O)C1=C(C)O[C@]23OC(N)=C(C#N)[C@]12C(=O)c1ccccc13 (some centres not stated) | -6% | -2% | -2% | 8% | 3% | -5% | -12 | -1% | -6 | 0% | 0%
COc1ccc(C(=O)C2CCN(C(=S)NCCc3ccc(OC)c(OC)c3)CC2)cc1 | -2% | 8% | 1% | -2% | 1% | 1% | -1 | 4% | 6 | -2% | ?
CCOC(=O)CCNCc1ccc(F)cc1 | 0% | -3% | 0% | -6% | 1% | 1% | 7 | 10% | 12 | 10% | 2%
CCOC(=O)N1N=C(CC)CC1(O)C(F)(F)F (configuration not stated) | 3% | 10% | 4% | 1% | -2% | -4% | 0 | -1% | 21 | 2% | 7%
COc1ccc(C(=O)N2CCc3cc(OC)c(OC)cc3C2c2cccc([N+](=O)[O-])c2)cc1OC (configuration not stated) | 0% | -17% | 0% | 2% | 8% | 15% | -3 | 0% | 16 | -2% | -5%
CC(=O)N1CCN(Cc2nc3cc(NS(C)(=O)=O)ccc3n2C)CC1 | 1% | 6% | -9% | -5% | -1% | 2% | -4 | -2% | -7 | 4% | 2%
CC(NC(=O)c1ccccc1)c1ccc(Br)cc1 (configuration not stated) | 0% | 12% | 0% | 5% | 8% | 2% | 2 | 1% | 5 | -2% | -4%
O=C(NC(=S)Nc1cc(Cl)ccc1N1CCOCC1)c1ccccc1[N+](=O)[O-] | 1% | 10% | 1% | -1% | 16% | 10% | -15 | 3% | 0 | -12% | ?
CC(=O)OCCCn1c(C)[n+](C)c2cc(Cl)c(Cl)cc21 | 0% | -9% | -10% | ? | 1% | -8% | 17 | 12% | -8 | 6% | -17%
CC1CCN(S(=O)(=O)c2cn(C)c(=O)n(C)c2=O)CC1 | 3% | -26% | -14% | -8% | -6% | ? | 0 | -1% | 5 | 2% | -7%
Cn1c(SCC(=O)Nc2ccc3c(c2)OCO3)nnc1-c1cnccn1 | 2% | 4% | 11% | 3% | -2% | -1% | 5 | 0% | 3 | 2% | 10%
CCOC(=O)c1c(NC(=O)Cn2nnc(-c3ccc(Cl)cc3)n2)sc(C)c1C | 2% | -24% | -2% | -2% | -1% | -10% | -7 | 0% | 13 | -3% | 0%
CC(C)N(C(=O)COC(=O)CNC(=O)c1ccc(Br)cc1)c1ccccc1 | 1% | -3% | 8% | 17% | -2% | 1% | 2 | -1% | 3 | 0% | -15%
CSCCC(NC(=O)c1ccco1)C(=O)O (configuration not stated) | 1% | 2% | 2% | -1% | -1% | -3% | 3 | 2% | 8 | 0% | -9%
Cn1c(C(=O)Nc2ccc3c(c2)OCCO3)cc2c(=O)n(C)c3ccccc3c21 | 4% | -2% | -3% | -22% | 0% | 5% | -7 | 2% | 0 | -14% | -4%
Cc1ccc(NC(=O)CN2CCCCCC2)c(Br)c1 | -1% | -5% | -2% | ? | -2% | 2% | 5 | 4% | -7 | 4% | -16%
CCS(=O)(=O)NCc1ccc2c(c1)cc(C)n2C | 0% | 2% | -11% | 15% | -4% | ? | -7 | 3% | 6 | 1% | ?
COc1ccc(C2CC(=O)C(C=NCCCO)=C(O)C2)cc1 (configuration not stated) | 3% | 6% | 2%[11.5 µM] | -2% | 0% | 2% | -1 | 0% | -15 | -3% | -14%
CCCC(=O)Nc1nnc(S(=O)(=O)N2CCCCCC2)s1 | 1% | -7% | -10% | 1% | -2% | -2% | -14 | · | 0 | -4% | -8%
CC(=O)Cn1cnc2c(sc3nc(C)cc(C)c32)c1=O | 2% | -4% | 1% | 1% | -8% | 6% | -13 | 1% | -2 | -1% | ·
O=C(C#Cc1ccccc1)Nc1ccccc1F | -1% | 10% | -23% | ? | -7% | 2% | -13 | 2% | 4 | 0% | 4%
CCOc1ccc(/C=N/NC(=O)C(=O)NCc2ccco2)cc1 | 4% | 7% | -5% | -5% | -6% | 2% | 4 | 0% | -5 | 3% | ?
O=C(O)c1ccccc1C(=O)Nc1ccccc1[N+](=O)[O-] | 0% | ? | 2% | -14% | -1% | ? | -1 | -2% | -6 | 0% | ·
CCN(CC)S(=O)(=O)c1ccc(OC)c(NC(=O)c2ccc([N+](=O)[O-])cc2)c1 | 2% | -12% | 6% | -1% | -1% | ? | -9 | 0% | 4 | 2% | 14%

High-throughput results: PubChem, National Center for Advancing Translational Sciences (NCATS)
